hERG WT inh – qHTS for Inhibitors of KCHN2 3.1: Wildtype qHTS; U2OS, BacMam KCNH2, thallium flux FluxOr; hits give low values; activity change, % at 1.84 µM; 340,000 compounds, 0.37% hits; AID 720551, 2013;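 active means maximum activity change below -70%; inconclusive means maximum activity change between -70% and -50%; inactive means maximum activity change above -50%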; further: on the % scale 0 is the no-effect control and ±100 the full control effect
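U2OS cells were transduced with wild-type KCNH2 virus (2.03 x 10^8 / mL) for 4 h at room temperature, then cultured overnight at 37 C. Thallium flux was read with FluxOr dye. Rate constants were normalized to DMSO controls.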
FBPA coupling cs – qHTS Assay for Inhibitors of Fructose-1,6-bisphosphate Aldolase from Giardia Lamblia: Coupling assay counterscreen; 290,000 compounds, 0.67% hits; AID 2472, 2010; activity change, negative = inhibition, % at 58.2 µM, hits read low; coupling enzyme system counterscreen, AmpLite Red fluorescence; in the data active means activity change below about -30%; further: on the % scale 0 is the no-effect control and ±100 the full control effect
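Coupling enzymes only (glyceraldehyde-3-phosphate) + compound, at 57.5 uM final, 10 min RT; add substrate/coupling/AmpLite Red mix, 20 min RT; fluorescence ex 525/em 598 nm. Actives flag coupling-system interference.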
A-T KAP1 phos – qHTS Assay for Identifying a Potential Treatment of Ataxia-Telangiectasia. […] A-T fibroblasts, KAP-1 phosphorylation AlphaLISA; neocarzinostatin DNA damage 30 min before lysis. Potency, µM (doses to about 57.5 µM), for inactives: at the highest dose activation, usual class: activators. 320,000 compounds, 0.19% hits; further: potency means the concentration at half of the fitted maximal effect; % of control where 0% means no effect; nearly all actives have a fitted effect of over 45% in size
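ATM-like activity read as KAP-1 phosphorylation via AlphaLISA donor/acceptor antibody pairs after lysis and 6 hr at 25C. Cells were ATM-null patient fibroblasts ([…], hTERT), dosed 60 min, then exposed to the DSB inducer NCS for 30 min.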
CXXC DNA block – qHTS Fluorescence Polarization Assay for Inhibitors of MLL CXXC domain - DNA interaction. 290,000 compounds, 0.037% hits. MLL-CXXC / FITC-HOXA9 DNA fluorescence polarization. Potency, µM (top dose mostly 115 µM), for the others: at the highest dose activity change, negative = inhibition, most hits filed as inhibitors. AID 2662, 2010. Histone-lysine N-methyltransferase 2A (Homo sapiens), Q03164; active means well fitted inhibition curve with a large enough effect in the polarisation, with a control signal flat, not every such curve was filed as active; inconclusive means small, poorly fitted or top-dose-only effect, or effect the other way, or a change in a side signal; inactive means no such curve, though single readings can be large or run the other way; the % refers to the polarisation; further: potency means the concentration at half of the fitted maximal effect
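Fluorescence polarization: 7 uM MLL-CXXC (stock) preincubated 5 min with compounds, then 50 nM fluorescein-HOX-A9 DNA (stock) added; 30 min ambient. Buffer 50 mM Tris-HCl pH 7.5, 50 mM NaCl, 1 mM DTT, 0.05% BSA.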
Giardia killer – Small Molecules that selectively kill Giardia lamblia: qHTS; 340,000 compounds, 0.15% hits; AID 540267, 2011; activity change, % at 7.66 µM, hits read low; Giardia lamblia trophozoite viability; in the data active means activity change below about -80%; inconclusive means between about -30% and that limit;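 further: parasites exposed to compound for two days anaerobically before the ATP read; on the % scale 0 is the no-effect control and ±100 the full control effect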
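Trophozoites 100 cells/well + cpd; 48 hrs, 37 deg C, anaerobic. ATPLite 1-Step added, 15-30 min RT, luminescence read (ATP-based viability).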
GALK inh – qHTS Assay for Inhibitors of Human Galactokinase (GALK); P51570; Purified GALK, Kinase-Glo residual ATP luminescence; Potency, µM (top dose mostly 57.5 µM), for inactives: at the top dose activity change, negative = inhibition, actives largely listed as inhibitors; 270,000 compounds, 0.007% hits; AID 1868, 2009; further: potency means the concentration at half of the fitted maximal effect; on the % scale 0 is the no-effect control and ±100 the full control effect
Target sequence (P51570 whole entry, looked up): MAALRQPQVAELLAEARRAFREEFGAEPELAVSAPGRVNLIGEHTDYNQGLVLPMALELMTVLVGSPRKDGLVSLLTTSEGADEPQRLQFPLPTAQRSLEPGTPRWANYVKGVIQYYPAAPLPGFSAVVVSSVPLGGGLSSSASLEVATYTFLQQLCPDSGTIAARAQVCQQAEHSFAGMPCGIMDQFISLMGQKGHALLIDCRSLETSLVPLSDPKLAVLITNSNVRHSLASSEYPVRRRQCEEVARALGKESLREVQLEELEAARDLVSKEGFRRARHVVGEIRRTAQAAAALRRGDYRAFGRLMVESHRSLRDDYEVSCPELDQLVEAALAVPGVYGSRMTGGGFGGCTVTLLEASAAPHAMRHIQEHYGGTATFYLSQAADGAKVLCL
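5 nM enzyme, 35 uM ATP, 100 uM galactose, 20 mM HEPES pH8.0, 5 mM MgCl2; 1 h RT; residual ATP by Kinase-Glo Plus luminescence, qHTS format.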
TSHR antag – Antagonists of the Thyroid Stimulating Hormone Receptor: HTS campaign; AID 504810, 2011; TSHR-expressing cells, TSH-stimulated cAMP HTRF, 2 h; hits give low values; 330,000 compounds, 0.2% hits; activity change, negative = inhibition, % at 11.5 µM; Thyrotropin receptor (Homo sapiens), P16473;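 active means activity change below a set negative limit, meaning inhibition stronger than a set level, cut at about -70% in these data; inconclusive means activity change between two set negative limits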; further: on the % scale 0 is the no-effect control and ±100 the full control effect
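Antagonism was scored as loss of TSH-driven cAMP in TSHR cells, stimulated with 4nM TSH (EC80) for 2 hours at 37 deg C and detected by homogeneous HTRF competition immunoassay.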
Chronic BCR inh – qHTS Assay to Find Inhibitors of Chronic Active B-Cell Receptor Signaling; ABC-DLBCL IkBa-CBG/CBR reporter, luminescence ratio, 4 h; Potency, µM (highest dose often 46.1 µM), inactives show top-dose ratio change, negative = lower green/red ratio, usual class: inhibitors; 340,000 compounds, 0.05% hits; active means well fitted inhibition curve with a large enough effect in the signal ratio, with a control signal flat, not every such curve was filed as active; inconclusive means small, poorly fitted or top-dose-only effect, or effect the other way, or a change in a side signal; the % refers to the signal ratio;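 further: potency means the concentration at half of the fitted maximal effect; plate controls were basal doxycycline-induced cells for no effect and cells given 10 µM MG132 for full effect; MG132 reads +100%, hits lower the ratio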
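Doxycycline induced both beetle luciferases in TMD8 lymphoma cells; IKK-driven degradation limits the IkappaBalpha-fused green signal, while red luminescence normalises for cell number and nonspecific effects. Compounds tested up to 46 uM, 4 hrs.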
Tb PFK inh – qHTS Assay to Find Inhibitors of T. brucei phosphofructokinase; 330,000 compounds, 0.17% hits; Potency, µM (titrated, usually from 57.5 µM), without a hit: at the top dose activity, negative = inhibition, hits mostly inhibitors; T. brucei PFK, ADP-Glo luminescence; ATP-dependent 6-phosphofructokinase (Trypanosoma brucei brucei), O15648; AID 485367, 2010;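 further: potency means the concentration at half of the fitted maximal effect; 0% = uninhibited 1x PFK enzyme wells and -100% = no-enzyme wells; nearly all actives have a fitted effect of over 60% in size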
Target sequence (O15648 whole entry, looked up): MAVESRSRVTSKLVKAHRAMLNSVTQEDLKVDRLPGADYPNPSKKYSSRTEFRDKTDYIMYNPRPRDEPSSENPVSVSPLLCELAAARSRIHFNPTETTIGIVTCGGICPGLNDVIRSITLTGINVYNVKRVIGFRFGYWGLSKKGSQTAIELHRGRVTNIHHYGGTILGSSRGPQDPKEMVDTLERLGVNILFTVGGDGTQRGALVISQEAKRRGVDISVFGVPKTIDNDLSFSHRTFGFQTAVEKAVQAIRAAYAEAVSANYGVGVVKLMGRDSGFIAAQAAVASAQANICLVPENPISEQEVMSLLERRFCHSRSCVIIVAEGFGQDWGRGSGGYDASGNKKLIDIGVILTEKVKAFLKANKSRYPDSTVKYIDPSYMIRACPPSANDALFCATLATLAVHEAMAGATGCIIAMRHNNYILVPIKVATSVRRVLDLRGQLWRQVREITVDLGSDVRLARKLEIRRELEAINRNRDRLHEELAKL
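1.25 nM PFK with 0.5 mM F6P and 0.1 mM ATP in 0.1 M TEA pH 8.0, 5 mM MgCl2, incubated 45 min at room temperature; ADP measured by ADP-Glo luminescence; compounds titrated up to 57 uM.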
TCR activator – Activators of T cell receptors: qHTS campaign; primary human leukocytes, anti-CD3, IL-2 HTRF, 48 h; Potency, µM (highest dose often 9.22 µM), inactives show at the top dose activation of IL-2 secretion, usual class: activators; 330,000 tested, under 10 active; AID 504894, 2011; further: % of control where 0% means no effect
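Primary human leukocytes receive a-CD3 beads and test compound and are incubated 48 hr. Secreted IL-2 is then assayed by HTRF, measuring 665nm acceptor emission after 320nm excitation of the europium donor.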
* marks the source's active call; other numbers are inactive results; ? = inconclusive; / = not tested or not shown; [ ] = another dose, or the depositor's remark. Unless noted, the call rests on the fitted dose curve; in most records, active means well fitted curve in the direction sought with a large enough effect; inconclusive means small, poorly fitted or top-dose-only effect, or another doubt; inactive means no such curve, though single readings can be large; an effect the other way counts as inactive or inconclusive.

SMILES | hERG WT inh | FBPA coupling cs | A-T KAP1 phos | CXXC DNA block | Giardia killer | GALK inh | TSHR antag | Chronic BCR inh | Tb PFK inh | TCR activator
O=C1NCCCC1C(=O)N/N=C/c1ccccc1 (stereo not drawn) | 0 | 0 | 3% | 0% | -11 | -2% | 5 | ? | 1% | -4%
CN1CCN(c2nc(-c3ccco3)cc(C(F)(F)F)n2)CC1 | 44 | -2 | -4% | 13% | 36[activator] | -3% | -2 | 1% | 2% | 4%
CC1=CC(C)(C)N(S(=O)(=O)c2ccc(C)cc2)c2cc(C)ccc21 | 5 | 13 | / | -15% | 13 | 1% | / | ? | -8% | /
COc1ccc(S(=O)(=O)N2CCOCC2)cc1NC(=O)Cc1c(Cl)cccc1Cl | 4 | 2 | -4% | 7% | -3 | 3% | -3 | 0% | -1% | -4%[46.1 µM]
Cc1ccc(S(=O)(=O)Cc2csc(N)n2)cc1 | -3 | 2 | 1% | -1% | 4 | 2% | -12 | 5% | 0% | 3%
COC(=O)[C@H](CCSC)NS(=O)(=O)c1ccccc1Br | 0 | 1 | -16% | 19% | -13 | 0% | -8 | 0% | 2% | 9%
Cc1nc([N+](=O)[O-])cn1Cc1cccc2ccccc12 | 2 | 0 | -2% | 2% | -28 | 5% | 19 | -3% | 1% | 6%
CCn1nnnc1SCC(=O)Nc1ccc(F)cc1 | -6 | -2 | 0% | -7% | 28 | 0% | 7 | -1% | -11% | 3%
Cc1c2cn[nH]c(=O)c2c(C)n1-c1ccccc1 | -9 | 2 | -7% | 11% | -24 | 5% | 3 | -16% | 8% | -5%
Cc1ccc([C@H]2C(C(=O)O)=CC[C@@H](c3cccc(C)c3)N2S(=O)(=O)c2ccc(C)cc2)cc1 | 4 | / | 4% | / | ? | / | 2 | -1% | 1% | 5%
CC(C)(C)c1ccc(CS(=O)CC(O)CO)cc1 (stereo not drawn) | 4 | -1 | 4% | 6% | -19 | 0% | -7 | 3% | -1% | -12%[46.1 µM]
Cc1ccc2[nH]c(=O)c(CN(CCCN3CCOCC3)C(=O)NC3CCCCC3)cc2c1 | 2 | 2 | -3% | 4% | 7 | 5% | -3 | 1% | 2% | -4%
COc1cc(C(C)=O)ccc1OCC(O)CN1CCN(c2ccccc2)CC1 (stereo not drawn) | -1 | 0 | -9% | 3% | 14 | 3% | -12 | -2% | -1% | 6%
CCOc1ccc(Oc2c(/C=N/NC(=O)COc3ccccc3OC)c(C)nn2-c2ccccc2)cc1 | 15 | 0 | 4% | 17% | 7 | 2% | -4 | ? | -1% | 6%[46.1 µM]
c1ccc(N2CC[N+]3(CCCC3)CC2)nc1 | 0 | 1 | -7% | -1% | 3 | -2% | 2 | -1% | -1% | -2%
Cc1cc(NC(=O)Cn2cc([N+](=O)[O-])cn2)no1 | -9 | -1 | -3% | -2% | -13 | 3% | 11 | -6% | -5% | 0%
Cc1ccc(Nc2ncnc3c2oc2ccccc23)cc1 | -2 | -1 | 7% | -12% | -8 | 0% | -8 | ? | 4% | -2%
O=C(CC(C(=O)O)c1c[nH]c2ccccc12)c1ccccc1 (stereo not drawn) | -5 | 1 | 6% | -2% | -15 | -1% | 11 | ? | 2% | 8%
Cc1ccc(NC(=O)CC(C)S(=O)(=O)c2ccc3c(c2)NC(=O)CO3)c(Cl)c1 (stereo not drawn) | -30 | / | 15% | -6% | 10 | -1% | 1 | ? | 1% | 1%
CCOc1ccc(-c2[nH]ncc2-c2csc(C)n2)c(O)c1 | -17 | 1 | -2% | -2% | 7 | 1% | 36 | 4% | 1% | 2%[46.1 µM]
C#CCOCCOCCOCCNc1nc(N2CCN(C(=O)[C@H](CCCCN)n3cc([C@@H](N)CC(C)C)nn3)CC2)nc(N2CCN(C(=O)[C@H](Cc3ccc(O)cc3)n3cc([C@@H](N)CC(C)C)nn3)CC2)n1 | 0 | 0 | -9% | -16% | -28 | 7% | 5 | -12% | 0% | -4%
O=S(=O)(c1ccccc1)c1nc(-c2ccco2)oc1NCc1ccccc1 | -8 | -2 | / | 2% | 13 | 0% | 1 | 22% | -2% | /
COc1ccc(N=Cc2c(O)n(-c3ccc(OC)cc3)c(=O)c3ccccc23)cc1 | 7 | 0 | -2% | 7% | -9 | 0% | 7 | 1% | -2% | -6%
CCSCCNC(=O)c1cc(-n2cnnc2)ccc1Cl | -13 | 2 | 6% | -11% | 3 | 4% | 7 | -2% | -2% | -1%
CC(=O)Nc1ccc2c(c1)C(=O)N(c1cccc3ccccc13)C2=O | -4 | 2 | 3% | 3% | 14 | 7% | -11 | 1% | 5% | /
CC(C)OC(=O)CSc1ncnc2c1cnn2Cc1ccccc1 | 2 | 1 | -1% | 6% | -22 | 6% | -11 | -2% | 0% | -4%
C=CCn1c(SCC(=O)Nc2ccc3c(c2)OCCO3)nnc1-c1ccco1 | 1 | 0 | 7% | 5% | 10 | 7% | -6 | -9% | 1% | 3%
COC(=O)c1cn(NC(=O)Cc2ccccc2OC)c(=O)c2ccccc12 | -2 | 13 | -10% | 8% | -14 | 0% | 11 | 4% | -1% | -1%
Cc1ccc(OCCn2c(=S)[nH]c3c(N)ncnc32)cc1 | -11 | 1 | 1% | 1% | -7 | 0% | -11 | 7% | -27% | 4%
CCOC(=O)CNC(=O)Cn1cnc2sc(C)c(S(=O)(=O)N3CCOCC3)c2c1=O | 3 | 0 | -2% | -4% | -6 | 3% | 3 | -1% | 1% | 0%

Looked up above:
Under TCR activator, COC(=O)c1cn(NC(=O)Cc2ccccc2OC)c(=O)c2ccccc12 is entered as -1%
Under hERG WT inh, COc1ccc(N=Cc2c(O)n(-c3ccc(OC)cc3)c(=O)c3ccccc23)cc1 is entered as 7

Remaining list, next part
SMILES | hERG WT inh | FBPA coupling cs | A-T KAP1 phos | CXXC DNA block | Giardia killer | GALK inh | TSHR antag | Chronic BCR inh | Tb PFK inh | TCR activator
COc1cc(NS(=O)(=O)c2ccc(NC(=O)/C(=C/c3ccccc3Cl)NC(=O)c3ccccc3)cc2)nc(OC)n1 | -10 | 15 | -11% | 16% | 17 | 0% | -11 | ? | 10% | 3%[46.1 µM]
COCCNC(=S)N/N=C/c1c2ccccc2cc2ccccc12 | 3 | -1 | -5% | ? | 6 | -1% | -6 | ? | 0% | 9%
COc1ccc(C(=O)C[n+]2ccc3c(c2)nc(-c2ccc(OC)cc2OC)n3C)cc1 | 3 | -2 | -6% | 3% | 2 | / | 10 | -9% | 1% | 1%
CC1CCN(C(=O)/C(=C\c2ccccc2F)NC(=O)c2ccccc2)CC1 | 6 | 2 | 9% | -8% | -22 | 5% | 5 | -1% | 4% | 1%
COCCNC(=O)CSc1nc2ccccc2c(=O)n1CCC(=O)N1CCN(c2ccccc2)CC1 | 5 | 1 | 5% | 1% | -1 | -1% | -1 | 0% | 1% | 8%
Cc1ccc(N2CCN(S(=O)(=O)c3ccc4oc(=O)ccc4c3)CC2)cc1Cl | 1 | 4 | 9% | 20% | -6 | 5% | -2 | 0% | 0% | -5%
Cc1cc(C)c2sc(NC(=O)CN3C(=O)CCC3=O)nc2c1 | 0 | -3 | -3% | 8% | -19 | 0% | -7 | 10% | 3% | -5%
CC(=O)c1ccc(S(=O)(=O)N2CCN(c3nn(C)c(=O)n(C)c3=O)CC2)cc1 | 14 | / | 1% | / | 19 | / | -8 | 0% | 0% | -1%
CCOC(=O)c1sc(-c2cccc([N+](=O)[O-])c2)cc1N | 5 | -2 | 2% | 4% | 34[activator] | -1% | -14 | ? | 2% | -9%
O=C(Cn1c(-c2cncs2)nc2ccccc21)NC1CCCC1 | 2 | 2 | -7% | 1% | 14 | -7% | 4 | 4% | 4% | -1%
COc1ccccc1C(=O)Nc1sc(C(=O)N2CCCC2)c(C)c1C#N | 0 | 4 | 1% | -1% | -11 | 0% | ? | ? | 2% | /
COc1ccc(C(=O)Oc2ccc(/C=N/Nc3ccc(Cl)c(C(=O)O)c3)cc2OC)cc1 | -12 | 2 | 8% | 82%[activator] | 14 | 13% | -9 | ? | 25% | 1%
